Screening data as filed in PubChem.
aGal spleen mod – inhibitors or activators of human alpha-galactosidase in spleen homogenate. AID 2107. human spleen homogenate, 4MU-alpha-Gal fluorescence, 40 min. 240,000 tested, 0.008% active. P06280. Potency, µM (series often up to 80 µM), for the others: at the top dose activity change, negative = inhibition, usual class: inhibitors;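 further: 0% = enzyme with vehicle and -100% = no enzyme basal signal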
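qHTS titration in buffer at pH 5.0. Alpha-galactosidase activity in spleen homogenate was measured via 4-methylumbelliferone release from 1 mM fluorogenic substrate after 40 min at 37C and a pH 10 stop. AC50 came from Hill fits of control-normalized data.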
KDM4E inh – JMJD2E (human) inhibition. B2RXH2. JMJD2E catalytic domain, FDH-coupled NADH fluorescence (FDH is formaldehyde dehydrogenase). Potency, µM (doses to about 57.1 µM), inactives show at the highest dose activity change, negative = inhibition, usual class: inhibitors. 230,000 tested, 1.6% active. AID 2147; active means well fitted inhibition curve with a large enough effect, not every such curve was filed as active; inconclusive means small, poorly fitted or top-dose-only effect, or another doubt; inactive means no such curve, though single readings can be large or run the other way;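 further: 0% = wells with enzyme and -100% = buffer wells without enzyme; nearly all actives have a fitted effect of over 50% in size; many of its hits are not listed in these tables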
Target sequence (B2RXH2 1-337 limits assumed): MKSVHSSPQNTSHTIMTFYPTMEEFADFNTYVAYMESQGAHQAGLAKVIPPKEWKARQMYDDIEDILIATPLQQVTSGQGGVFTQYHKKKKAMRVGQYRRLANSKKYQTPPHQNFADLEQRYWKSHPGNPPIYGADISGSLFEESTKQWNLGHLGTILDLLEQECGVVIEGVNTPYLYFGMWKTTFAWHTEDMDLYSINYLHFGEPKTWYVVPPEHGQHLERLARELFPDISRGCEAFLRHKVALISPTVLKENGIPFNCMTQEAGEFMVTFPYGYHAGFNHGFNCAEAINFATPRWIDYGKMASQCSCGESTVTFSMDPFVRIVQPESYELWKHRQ
ALDH1A1 inh – inhibitors of human aldehyde dehydrogenase 1A1. Purified ALDH1A1, NADH fluorescence, propionaldehyde substrate. Potency, µM (series often up to 75.3 µM), without a hit: at the top dose activity, negative = inhibition, most hits filed as inhibitors. 220,000 tested, 7.3% active. AID 1030; active means well fitted inhibition curve with a large enough effect, not every such curve was filed as active; inconclusive means small, poorly fitted or top-dose-only effect, or another doubt; inactive means no such curve, though single readings can be large or run the other way;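 further: plate controls were no enzyme wells and a reference inhibitor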
Target sequence (P00352 whole entry, looked up): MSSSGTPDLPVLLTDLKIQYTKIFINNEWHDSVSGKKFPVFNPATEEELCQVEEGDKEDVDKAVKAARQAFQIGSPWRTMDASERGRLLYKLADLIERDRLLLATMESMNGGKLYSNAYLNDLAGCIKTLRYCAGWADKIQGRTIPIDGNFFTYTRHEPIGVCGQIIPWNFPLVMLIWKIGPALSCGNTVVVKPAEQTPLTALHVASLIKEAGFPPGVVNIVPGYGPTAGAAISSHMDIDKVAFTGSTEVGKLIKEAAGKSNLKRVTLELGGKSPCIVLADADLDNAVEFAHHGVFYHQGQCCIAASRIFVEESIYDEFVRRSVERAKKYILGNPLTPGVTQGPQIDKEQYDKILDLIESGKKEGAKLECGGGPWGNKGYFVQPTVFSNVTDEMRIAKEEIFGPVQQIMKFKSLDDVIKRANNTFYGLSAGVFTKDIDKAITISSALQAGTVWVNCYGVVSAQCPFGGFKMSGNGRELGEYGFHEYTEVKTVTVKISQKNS
GoLoco inh red – RGS12 GoLoco-Gai1 interaction inhibition | P63096 | Gai1:RGS12 GoLoco peptide FP, rhodamine, 10 min | Potency, µM (highest dose often 61.6 µM), for the others: at the top dose activity, negative = inhibition, actives largely listed as inhibitors | 230,000 tested, 0.44% active; active means well fitted inhibition curve with a large enough effect, not every such curve was filed as active; inactive means no such curve, though single readings can be large or run the other way; further: on the % scale 0 is the no-effect control and ±100 the full control effect; nearly all actives have a fitted effect of over 30% in size; many of its hits are not listed in these tables
aGlu spleen mod – inhibitors or activators of human alpha-glucosidase in spleen homogenate; P10253; human spleen homogenate, 4-MU-alpha-glucoside fluorescence; 240,000 tested, 0.006% active; Potency, µM (highest dose often 79.9 µM), inactives show top-dose activity change, negative = inhibition, most hits filed as inhibitors;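 further: 0% = enzyme with vehicle and -100% = no enzyme basal signal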
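Human spleen homogenate (1 ug) incubated with compounds and 1 mM 4-methylumbelliferyl-alpha-D-glucopyranoside in pH 5.0 citrate/phosphate buffer, 37 C, 40 min. Stopped at pH 10; 4-MU fluorescence (Ex 365/Em 440 nm); AC50 by Hill fit.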
GAA inhib – inhibitors of human lysosomal alpha-glucosidase; purified human GAA, 4-MU-alpha-glucoside fluorescence; Potency, µM (titrated, usually from 76.9 µM), inactives show at the top dose activity change, negative = inhibition, most hits filed as inhibitors; 200,000 tested, 0.005% active; P10253;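 further: plate controls were uninhibited enzyme wells for no effect and no-enzyme background for full effect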
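Fluorogenic assay: 4 nM human alpha-glucosidase with 400 uM 4-methylumbelliferyl-alpha-D-pyranoside in 50 mM citrate/phosphate, 0.005% Tween-20, pH 5.0, 20 min at room temperature. Compounds tested up to 77 uM; AC50 from Hill fits.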
SMN2 splice up – enhancers of SMN2 splice variant expression. 210,000 tested, 2.8% active. Potency, µM (top dose mostly 46.1 µM), without a hit: at the top dose activity change, positive = activation, usual class: activators. HEK293 SMN2-luciferase splicing reporter, luminescence, 30-36 h; further: % of control where 0% means no effect; nearly all actives have a fitted effect of over 55% in size
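HEK293 cells carry an SMN2 […]–luciferase reporter in which exon 7 inclusion puts luciferase in frame. Cells were plated 10-12 h before compound addition, then incubated 30-36 h at 37C. ONE-Glo luminescence was read; sodium butyrate at 4.5 mM final served as control.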
GAA glycogen – inhibitors or activators of human alpha-glucosidase glycogen cleavage | 300,000 tested, 0.38% active | recombinant GAA, glycogen substrate, Amplex Red glucose oxidase fluorescence | Potency, µM (highest dose often 76.4 µM), without a hit: at the highest dose activity change, negative = inhibition, actives largely listed as inhibitors | P10253 | AID 2100;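 further: 0% = full enzyme reaction and -100% = no-enzyme basal signal; the screen sought inhibitors and activators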
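Recombinant enzyme (4 nM final) with compounds titrated up to 77 uM and bovine liver glycogen (30 ug) in citrate pH 5.0, 0.01% Tween-20, 37 C 40 min. Released glucose detected by Amplex Red/glucose oxidase (Ex 573/Em 610); AC50 from Hill fits.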
An asterisk follows results filed as active; & = joins results of further samples; [ ] = remark or other dose. Unless noted, the call rests on the fitted dose curve; in most records, active means well fitted curve in the direction sought with a large enough effect; inconclusive means small, poorly fitted or top-dose-only effect, or another doubt; inactive means no such curve, though single readings can be large; an effect the other way counts as inactive or inconclusive. Potency means the concentration at half of the fitted maximal effect. An excerpt. The share of hits here may be higher or lower than overall.

What do the screens show for `COc1ccc(OC)c(N(CC(=O)Nc2ccccc2C(=O)NCc2ccco2)S(C)(=O)=O)c1`?
aGal spleen mod: 1%; KDM4E inh: -4%; ALDH1A1 inh: inconclusive; GoLoco inh red: 1%; aGlu spleen mod: -2%; GAA inhib: -18%; SMN2 splice up: 1%; GAA glycogen: 11%

Results for COc1cc(/C=N/NC(=O)CC#N)cc(Br)c1O ?
aGal spleen mod: -6%; KDM4E inh: inconclusive; ALDH1A1 inh: inconclusive; GoLoco inh red: 3%; aGlu spleen mod: -5%; GAA inhib: 7%; SMN2 splice up: -2%; GAA glycogen: inconclusive

Results for CCOC(=O)c1c(NC(=O)C2CCCO2)sc(C(=O)OC(C)(C)C)c1C (stereo unspecified) ?
aGal spleen mod: 5%; KDM4E inh: 16%; ALDH1A1 inh: 14µM*; GoLoco inh red: -2%; aGlu spleen mod: -2%; GAA inhib: -2%; SMN2 splice up: 19%; GAA glycogen: 4%

How did O=S(=O)(c1ccccc1)c1nc(-c2cccs2)oc1NCCCn1ccnc1 do in these assays?
aGal spleen mod: 1%; KDM4E inh: -5%; ALDH1A1 inh: -14%; GoLoco inh red: 2%; aGlu spleen mod: -3%; GAA inhib: -2%; SMN2 splice up: -15%; GAA glycogen: -12%

How did Cc1ccc(C(=O)NCCn2ccc3ccccc32)cc1[N+](=O)[O-] do in these assays?
aGal spleen mod: -2%; KDM4E inh: 9%; ALDH1A1 inh: -4%; GoLoco inh red: 6%; aGlu spleen mod: 8%; GAA inhib: 0%; SMN2 splice up: inconclusive; GAA glycogen: 0%

How did O=C1CCCC(O)=C1N=Nc1cccc(C(=O)O)c1 do in these assays?
aGal spleen mod: -7%; KDM4E inh: inconclusive; ALDH1A1 inh: inconclusive; GoLoco inh red: -21%; aGlu spleen mod: -13%; GAA inhib: -3%; SMN2 splice up: inconclusive; GAA glycogen: 2%

Results for Cc1cc(C(=O)CSc2n[nH]c(N)n2)c(C)n1-c1cccc(F)c1 ?
aGal spleen mod: -9%; KDM4E inh: -5%; ALDH1A1 inh: -12%; GoLoco inh red: -2%; aGlu spleen mod: -2%; GAA inhib: 2%; SMN2 splice up: inconclusive; GAA glycogen: -27%

What do the screens show for `COc1ccc(-c2ncccc2O)cc1`?
aGal spleen mod: 6%; KDM4E inh: inconclusive; ALDH1A1 inh: inconclusive; GoLoco inh red: 9%; aGlu spleen mod: -2%; GAA inhib: 4%; SMN2 splice up: 5%; GAA glycogen: 22%

What do the screens show for `CC1(NC(=S)Nc2ccc(NC(=S)NC3(C)CCS(=O)(=O)C3)cc2)CCS(=O)(=O)C1` (stereo unspecified)?
aGal spleen mod: 0%; KDM4E inh: 6%; ALDH1A1 inh: -19%; GoLoco inh red: 9%; aGlu spleen mod: 1%; GAA inhib: -8%; GAA glycogen: inconclusive

What do the screens show for `COc1ccc(CCNc2c([N+](=O)[O-])c(=O)oc3ccccc23)cc1OC`?
aGal spleen mod: -5%; KDM4E inh: 7%; ALDH1A1 inh: 0%; GoLoco inh red: -4%; aGlu spleen mod: -4%; GAA inhib: -1%; SMN2 splice up: -7%; GAA glycogen: -2%

How did Fc1ccc(-c2cnc[nH]2)cc1 do in these assays?
aGal spleen mod: -3%; KDM4E inh: 0%; ALDH1A1 inh: 9%; GoLoco inh red: -8%; aGlu spleen mod: 2%; GAA inhib: 4%; SMN2 splice up: inconclusive; GAA glycogen: 5%

How did O=C(NCc1ccncc1)C(=O)NCc1ccncc1 do in these assays?
aGal spleen mod: 7%; KDM4E inh: -5%; ALDH1A1 inh: 11%; GoLoco inh red: 1%; aGlu spleen mod: 1%; GAA inhib: -5%; SMN2 splice up: -6%; GAA glycogen: -2%

The final 3 records of the part above are carried over, then new ones follow.
What do the screens show for `COc1ccc(CCNc2c([N+](=O)[O-])c(=O)oc3ccccc23)cc1OC`?
aGal spleen mod: -5%; KDM4E inh: 7%; ALDH1A1 inh: 0%; GoLoco inh red: -4%; aGlu spleen mod: -4%; GAA inhib: -1%; SMN2 splice up: -7%; GAA glycogen: -2%

How did Fc1ccc(-c2cnc[nH]2)cc1 do in these assays?
aGal spleen mod: -3%; KDM4E inh: 0%; ALDH1A1 inh: 9%; GoLoco inh red: -8%; aGlu spleen mod: 2%; GAA inhib: 4%; SMN2 splice up: inconclusive; GAA glycogen: 5%

How did O=C(NCc1ccncc1)C(=O)NCc1ccncc1 do in these assays?
aGal spleen mod: 7%; KDM4E inh: -5%; ALDH1A1 inh: 11%; GoLoco inh red: 1%; aGlu spleen mod: 1%; GAA inhib: -5%; SMN2 splice up: -6%; GAA glycogen: -2%

How did COc1ccc(CNS(=O)(=O)NCc2ccc(C)cc2)cc1OC do in these assays?
aGal spleen mod: -1%; KDM4E inh: 1%; ALDH1A1 inh: 0%; GoLoco inh red: -5%; aGlu spleen mod: -8%; GAA inhib: -5%; SMN2 splice up: -52%[inhibitor]; GAA glycogen: 3%

What do the screens show for `COC(=O)/C(C#N)=C\c1c(OC)[nH]c2ccccc12`?
aGal spleen mod: -2%; KDM4E inh: inconclusive; GoLoco inh red: -7%; aGlu spleen mod: -6%; GAA glycogen: -5%

Results for Cc1ccccc1NC(=O)c1ccc(CN2CCc3ccccc3C2)cc1 ?
aGal spleen mod: 2%; KDM4E inh: -3%; ALDH1A1 inh: 2%; GoLoco inh red: -1%; aGlu spleen mod: -10%; GAA inhib: -6%; SMN2 splice up: -88%[inhibitor]; GAA glycogen: 11%

What do the screens show for `Cc1cc(OCCCCNC(C)C)cc(C(C)C)c1`?
aGal spleen mod: 1%; KDM4E inh: inconclusive; ALDH1A1 inh: 9%; GoLoco inh red: -5%; aGlu spleen mod: -5%; GAA inhib: 4%; SMN2 splice up: -6%; GAA glycogen: -8%

Results for COc1ccc(C2Nc3ccccc3C(=O)N2c2ccc(C)cc2)cc1COc1ccccn1 (stereo unspecified) ?
aGal spleen mod: 3%; KDM4E inh: inconclusive; ALDH1A1 inh: inconclusive; GoLoco inh red: -4%; aGlu spleen mod: 5%; GAA inhib: 10%; SMN2 splice up: 11µM*; GAA glycogen: 10%

How did CCCCNC(=O)C(c1ccc(OCC(=O)OC)c(C(=O)OC)c1)N(CCOC)C(=O)CCCCCN1C(=O)NC(c2ccc(-c3ccccc3)cc2)C(C(=O)OCc2ccccc2)=C1C (stereo unspecified) do in these assays?
aGal spleen mod: 4%&-1%; KDM4E inh: inconclusive; ALDH1A1 inh: -2%; GoLoco inh red: 8%&5%; aGlu spleen mod: -6%&-11%; SMN2 splice up: -24%; GAA glycogen: -4%

What do the screens show for `CC(NO)/C(=N\O)c1cccs1` (stereo unspecified)?
aGal spleen mod: -5%; KDM4E inh: -12%; ALDH1A1 inh: -11%; GoLoco inh red: -3%; aGlu spleen mod: -24%; GAA inhib: -2%; SMN2 splice up: 13%; GAA glycogen: -9%

Results for O=C(Cc1cnn(-c2ccccc2)c1)c1ccc(O)c(O)c1O ?
aGal spleen mod: 2%; KDM4E inh: 13µM*; ALDH1A1 inh: 3.2µM*; GoLoco inh red: 1%; aGlu spleen mod: -3%; GAA inhib: -2%; SMN2 splice up: -15%; GAA glycogen: inconclusive

What do the screens show for `O=C(Cn1c(NCCO)nc2ccccc21)NCC(F)(F)F`?
aGal spleen mod: -5%; KDM4E inh: 1%; GoLoco inh red: 0%; aGlu spleen mod: 4%; GAA glycogen: 7%

How did COC(=O)/C=c1/sc2n(c1=O)CCN=2 do in these assays?
aGal spleen mod: -1%; KDM4E inh: inconclusive; ALDH1A1 inh: inconclusive; GoLoco inh red: -9%; aGlu spleen mod: 2%; GAA inhib: 0%; SMN2 splice up: -8%; GAA glycogen: 5%

How did N=C1c2ccccc2CN1NC(=O)COc1ccc(Cl)cc1 do in these assays?
aGal spleen mod: -7%; KDM4E inh: 0%; ALDH1A1 inh: -3%; GoLoco inh red: -1%; aGlu spleen mod: 13%; GAA inhib: 5%; SMN2 splice up: 1%; GAA glycogen: 6%

How did NC(=O)C[C@H](NC(=O)Cc1ccc(O)cc1O)C(=O)O do in these assays?
aGal spleen mod: 2%&14%&9%; KDM4E inh: -6%; ALDH1A1 inh: 7%&-2%; GoLoco inh red: 4%&-1%; aGlu spleen mod: -3%&17%&6%; SMN2 splice up: -2%

Results for CC(C)N(C)CCOC(=O)C1COc2ccccc2O1 (stereo unspecified) ?
aGal spleen mod: 5%; KDM4E inh: 4%; GoLoco inh red: -1%; aGlu spleen mod: -3%; GAA glycogen: -5%

What do the screens show for `O=c1cc(O)nc(SCc2ccccc2)n1-c1ccc(Cl)cc1`?
aGal spleen mod: -19%; KDM4E inh: 7%; ALDH1A1 inh: 3%; GoLoco inh red: 26%; aGlu spleen mod: -1%; GAA inhib: -1%; SMN2 splice up: inconclusive; GAA glycogen: 0%

Results for COc1ccc(/C=C2\CCc3ccccc3C2=O)cc1Cn1nc(C)cc1C ?
aGal spleen mod: 11%; KDM4E inh: -6%; ALDH1A1 inh: inconclusive; GoLoco inh red: 5%; aGlu spleen mod: 2%; GAA inhib: -6%; SMN2 splice up: -29%; GAA glycogen: -13%

How did O=C(Nc1cccc(S(=O)(=O)NC2=NCCCCC2)c1)c1cccnc1Cl do in these assays?
aGal spleen mod: 14%; KDM4E inh: 2%; ALDH1A1 inh: 4%; GoLoco inh red: 17%; aGlu spleen mod: 8%; GAA inhib: -1%; GAA glycogen: 6%

How did Cc1ccc(C)c(N2CCN(S(=O)(=O)c3c(C)noc3/C=C/N(C)C)CC2)c1 do in these assays?
aGal spleen mod: 3%; KDM4E inh: -4%; ALDH1A1 inh: -15%; GoLoco inh red: 10%; aGlu spleen mod: -3%; GAA inhib: -6%; SMN2 splice up: 17%; GAA glycogen: 4%
